FLuc counter: firefly luciferase modulation, counter-screen for miR-21 project | Potency, µM (titrated, usually from 57.5 µM), without a hit: top-dose activity change, negative = inhibition, most hits filed as inhibitors | P08659 | 360,000 compounds, 6.9% hits | purified FLuc, Km substrates, luminescence inhibition | AID 588342; active = well fitted inhibition curve with a large enough effect; inconclusive = small, poorly fitted or top-dose-only effect;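 also: plate controls were vehicle for no effect and reference inhibitor for full effect; nearly all actives have a fitted effect of over 55% in size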
Target sequence (P08659 whole entry, looked up): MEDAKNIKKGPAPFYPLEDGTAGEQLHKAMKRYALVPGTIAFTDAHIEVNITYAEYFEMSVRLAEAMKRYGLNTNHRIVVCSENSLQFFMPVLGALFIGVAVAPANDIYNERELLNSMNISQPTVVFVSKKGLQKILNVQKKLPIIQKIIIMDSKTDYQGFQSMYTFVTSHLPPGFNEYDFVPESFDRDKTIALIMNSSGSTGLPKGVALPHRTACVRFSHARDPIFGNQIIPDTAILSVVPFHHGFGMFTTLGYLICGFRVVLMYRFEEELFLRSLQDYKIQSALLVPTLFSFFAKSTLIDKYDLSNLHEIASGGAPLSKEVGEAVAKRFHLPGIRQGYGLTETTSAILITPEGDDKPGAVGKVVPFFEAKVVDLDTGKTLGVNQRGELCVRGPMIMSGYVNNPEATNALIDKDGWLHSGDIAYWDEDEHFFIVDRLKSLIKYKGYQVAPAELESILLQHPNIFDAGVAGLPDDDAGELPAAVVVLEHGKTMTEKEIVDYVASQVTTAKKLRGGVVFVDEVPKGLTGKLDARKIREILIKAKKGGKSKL
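Purified P. pyralis luciferase (10nM final) with 10uM D-luciferin and 10uM ATP (Km levels) in 50mM Tris acetate pH 7.5, 10mM Mg acetate, 0.01% Tween-20, 0.05% BSA; qHTS 6-point titration, ~60 µM downward; luminescence read.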
The depositor's hits bear a star; ? = inconclusive. Potency is read from the fitted curve at half-maximal effect. This is a subset (hit frequency here may not be typical).

SMILES	FLuc counter
COc1ccc(CCN2C(=O)c3[nH]nc(-c4ccccc4O)c3C2c2ccc(OC)cc2)cc1 (stereo not drawn)	-9%
CCCN1CCN(c2cc3c(cc2F)c(=O)c(S(=O)(=O)c2ccc(Cl)cc2)cn3C)CC1	0%
CC(C)(C)NC(=O)c1ccc2nc(CCc3ccccc3)oc2c1	?
Cc1ccccc1Cn1c2ccccc2c2cnn(CC(=O)NC3CCCCCC3)c(=O)c21	-1%
CCOc1ccccc1NC(=O)C(NS(=O)(=O)c1cccc2nsnc12)c1ccccc1 (stereo not drawn)	-17%
COc1ccc(Cl)cc1NC(=O)CSc1nccn1Cc1ccco1	?
COc1ccc(CNC(=O)CCc2c(C)nn(-c3ccc(N4CCCC4)nn3)c2C)c(OC)c1	4%
CCCCN(C)CCNC(=O)c1cc(=O)[nH]c2ccc(S(=O)(=O)N3CCCCCC3)cc12	-1%
COc1cccc(NC(=O)C(=O)NCC(c2ccc3c(c2)OCO3)N2CCOCC2)c1 (stereo not drawn)	?
CC(C)CNC(=O)C(=O)Nc1c2c(nn1-c1ccc(Cl)cc1)CSC2	-13%
CCOc1ccc(NCc2cccn2-c2nnc(N3CCC(C(=O)NCCc4ccc(OC)c(OC)c4)CC3)s2)cc1	-14%
Cc1ccc(NC(=O)C(=O)NCC(c2ccc3c(c2)OCO3)N2CCN(c3ccccc3)CC2)cc1 (stereo not drawn)	-2%
Cc1ccc(-n2ncc3c(N4CCN(Cc5ccccc5)CC4)ncnc32)cc1Cl	-11%
CC(C)CCNC(=O)c1ccc(Cn2c(=O)c3cccn3c3cccnc32)cc1	-4%
COc1ccc(-c2nnc3c4ccccc4c(-c4ccccc4)nn23)cc1	0%
CN(C)c1ccc(C(CNS(=O)(=O)c2ccc(Br)cc2)N2CCOCC2)cc1 (stereo not drawn)	-6%
COc1ccccc1OCC(=O)NCC(c1ccc(Cl)cc1)N1CCCCC1 (stereo not drawn)	-9%
Cc1cccc(N2CCn3c2nc2c3c(=O)n(C/C=C/c3ccccc3)c(=O)n2C)c1	?
COc1ccc(C(=O)N(Cc2ccc(C(C)C)cc2)C2CCS(=O)(=O)C2)cc1 (stereo not drawn)	-5%
Cc1cc(=O)oc2cc(OCC(=O)Nc3c(C(C)C)cccc3C(C)C)ccc12	-11%
CC(C)(C)c1ccc(C(=O)Nc2ccccc2C(=O)OCc2cc(=O)n3ccsc3n2)cc1	?
Cc1ccc(OCCn2c(CNc3ccccc3C)nc3ccccc32)cc1	?
CCC(Sc1nc2ccccc2c2nc(CCc3c(C)n[nH]c3C)nn12)C(=O)Nc1ccc(F)cc1 (stereo not drawn)	-3%
C=C(C)Cn1c(SCC(=O)c2ccccc2)nc2sc3c(c2c1=O)CCCC3	-1%
Cc1ccc2nc3c(cc(C#N)c(=O)n3-c3nnc(SCc4ccccc4)s3)c(=O)n2c1	2%
CCOc1ccc(CCNC(=O)c2cc3c(=O)n(C)c4ccccc4c3s2)cc1OCC	-5%
COc1ccc(CCNC(=O)Cn2cc(C(=O)c3ccccc3)c(=O)c3ccc(C)nc32)cc1OC	-1%
CCCn1c(=N)c(C(=O)NC(C)c2ccccc2)cc2c(=O)n3ccccc3nc21 (stereo not drawn)	-1%
COc1ccc(-c2ccc(CCC(=O)O)n2CC(=O)Nc2cccc(Cl)c2C)cc1	?
COc1ccc(-n2nc(C(=O)N3CCCCC3C)c3c4ccccc4n(C)c3c2=O)cc1Cl (stereo not drawn)	-6%
CSc1ccc(CNCc2c(C(=O)O)c(C)n(Cc3ccc(F)cc3Cl)c2C)cc1	-1%
Cc1ccc(S(=O)(=O)c2nc(-c3ccccc3)oc2N2CCCCCC2)cc1	-13%
Cc1ccc(-c2ccc(=O)n(CC(=O)NC(C)c3ccccc3)n2)cc1 (stereo not drawn)	0%
Cc1ccc(S(=O)(=O)NCCc2csc3nc(-c4ccccc4F)nn23)cc1C	-14%
COc1ccc(C2C(C(=O)Nc3ccccc3)=C(C)Nc3nc(-c4ccccc4)nn32)cc1OC (stereo not drawn)	0%
CC(=O)N1c2ccc(S(=O)(=O)NCCc3cccc(C)c3)cc2CC1C (stereo not drawn)	-11%
Cc1c(-c2ccc(Br)cc2)c(=O)oc2ccc(OC(=O)N3CCOCC3)cc12	1%
CCCCOc1ccc(NC(=O)CSc2ccc(C(=O)O)cn2)cc1	?
Fc1ccc(-n2ncc3c(N4CCN(Cc5ccccc5)CC4)ncnc32)cc1	-14%
Cc1ccc(-c2nnc(Nc3ccc(Cl)cc3)c3ccccc23)cc1S(=O)(=O)N1CCOCC1	-9%
COc1ccc(CNC(=O)Cc2c(C(=O)O)c(C)cn2C)cc1	-3%
Cc1c(Cl)cccc1NC(=O)CCS(=O)(=O)c1ccc2c(c1)CC(C)N2C(=O)C1CC1 (stereo not drawn)	-5%
Cc1nnc(NC(=O)CSc2nccn2-c2cccc(Cl)c2)s1	-7%
COc1ccc(/C=C/c2nc(C#N)c(NCc3ccc(C)cc3)o2)cc1OC	-10%
Cc1cc(=O)n(CC(=O)Nc2ccc([N+](=O)[O-])cc2)c(-n2nc(C)cc2C)n1	7%
COc1cccc(/C=C/c2onc(C)c2S(=O)(=O)N2CCC(C(=O)N3CCC(C)CC3)CC2)c1	1%
Cc1cccc(C(=O)Nc2ccccc2C(=O)OCc2cc(=O)n3nc(C4CC4)sc3n2)c1	-5%
CCOc1ccccc1NC(=O)CSc1ncc(S(=O)(=O)c2ccc(C(C)(C)C)cc2)c(=O)[nH]1	?
Cc1cccc(-c2nc(CN3CCCC(C(=O)N4CCN(c5cc(Cl)ccc5C)CC4)C3)c(C)o2)c1 (stereo not drawn)	?
CCOC(=O)c1cc(S(=O)(=O)N2CCN(c3ccccc3OC)CC2)[nH]n1	-17%
COc1ccc(C(=O)c2c(N)c(-c3nc(-c4ccc(OC)cc4)cs3)c3ccccn23)cc1	4%
CCOc1ccc(CNCc2c(C(=O)O)c(C)n(Cc3c(F)cccc3Cl)c2C)cc1OC	-9%
O=C(NCc1ccccc1)C(=O)NCC(c1ccc2c(c1)OCO2)N1CCOCC1 (stereo not drawn)	1%
O=C(Cn1c(=O)n(Cc2ccco2)c(=O)c2oc3ccccc3c21)Nc1ccc(F)c(Cl)c1	-12%
CC1Cc2cc(S(=O)(=O)NCCc3ccc(Cl)cc3)ccc2N1C(=O)C1CCC1 (stereo not drawn)	-9%
CN(Cc1ccccc1)C(=O)c1ccc(CSc2nc3cccnc3n2Cc2ccccc2F)cc1	?
Cc1ccc(-n2ncc(C(=O)NCCN3CCc4ccccc4C3)c2C2CCN(C(=O)OC(C)(C)C)CC2)cc1C	-7%
CCCCN(CC)C(=O)CSc1nc2ccccc2c(=O)n1Cc1ccco1	4%
Cc1ccc(N2CCN(c3nc4ccc(C)cc4n4nnnc34)CC2)c(C)c1	2%
Cc1cc(C)c(/C=C/c2onc(C)c2S(=O)(=O)N2CCC(C(=O)NCCc3ccccc3)CC2)c(C)c1	-2%
Further compounds follow.
SMILES	FLuc counter
COC(=O)c1cc2sccc2n1Cc1ccc(F)cc1Cl	-13%
O=C(c1cccc(Cl)c1)N(Cc1ccco1)Cc1ccccc1Cl	-16%
O=c1c(N2CCN(c3cccc(C(F)(F)F)c3)CC2)csc2ccc(Cl)cc12	-20%
COc1ccc(NC(=O)N(CCC(C)C)C(C)c2cccs2)c(OC)c1 (stereo not drawn)	-2%
Cc1ccc(Cl)cc1N1CCN(C(=O)c2cn(C)c3ccc(S(=O)(=O)N4CCCC4)cc3c2=O)CC1	-5%
CCCN(CCC)C(=O)c1nn(C)c2c1CSc1ccc(C)cc1-2	0%
Cc1ccc(CNC(=O)CSc2nc3c(sc4ccccc43)c(=O)n2CCCOC(C)C)cc1	-2%
Cc1ccc(CNC(=O)c2c(O)nc3c(C)cccn3c2=O)cc1	-7%
CC(C)c1nnc(N2C(=O)c3oc4ccccc4c(=O)c3C2c2cccc(O)c2)s1 (stereo not drawn)	1%
CCn1nc(-c2ccccc2)c(-c2ccccc2)c(C(=O)Nc2nc(C)c(C(=O)N(C)C)s2)c1=O	?
CC(C)CCNC(=O)CSc1nc2ccccc2nc1Cc1ccccc1	-11%
COc1ccc(-n2nc(C(=O)N3CCN(c4ccccc4OC)CC3)c3c4ccccc4n(C)c3c2=O)cc1	0%
CCc1ccc(NC(=O)c2ccc(F)c(S(=O)(=O)NC3CCCCCC3)c2)cc1	2%
Cc1ccc(-c2nc(S(=O)(=O)c3ccc(Cl)cc3)c(N3CCCCC3)o2)cc1	-1%
Cc1ccc(CNC(=O)c2nc(SCc3ccc(F)cc3)ncc2Cl)cc1	-7%
Cc1ccc2nc(CN3CCN(S(=O)(=O)c4ccc(C(C)C)cc4)CC3)oc2c1	7%
COc1ccc(NC(=O)Cc2csc(COc3cccc(C)c3)n2)c(OC)c1	?
CCOC(=O)c1cc(C)n(CC2CCC(C(=O)Nc3cccc(Cl)c3)CC2)c1C (stereo not drawn)	-14%
CCN(CC)CCCNC(=O)Cn1nc(C)n2c(cc3sccc32)c1=O	-5%
O=c1[nH]c(SCc2c(F)cccc2Cl)nc2c1CCCC2	-4%
Cc1ccc(-c2nnc(SCc3ccccc3)o2)cc1	4.8µM*
Cc1c(Cl)cccc1NC(=O)Cn1nc(C)c2sc3ccccc3c2c1=O	1%
O=C(CN1CCN(Cc2ccc(Cl)cc2)C1=O)NCc1ccc(F)cc1	-3%
CCc1ccc(NC(=O)C2CCCN(S(=O)(=O)c3ccc(F)cc3)C2)cc1 (stereo not drawn)	-7%
CCc1nnc2n1N(C(C)=O)C(c1ccc(C(C)(C)C)cc1)=C(C(C)=O)S2	-3%
COc1ccc(NC(=O)Cn2c(=O)oc3cc(S(=O)(=O)N4CCCC4)ccc32)cc1OC	-3%
CN(C)CCNC(=O)c1ccc(Cn2c(=O)c3cccn3c3cccnc32)cc1	-1%
COc1ccccc1CNC(=O)c1ccc(CSc2nc3ccncc3n2Cc2cccc(F)c2)cc1	5%
Cc1ccc(C)c(N2CCN(CCCNC(=O)c3cnn(-c4ccccc4)c3C3CCN(C(=O)OC(C)(C)C)CC3)CC2)c1	-9%
COc1cc(OC)c(NC(c2nnc(-c3ccccc3)o2)c2ccc(F)cc2Cl)cc1Cl (stereo not drawn)	-1%
Cc1cc(C)cc(OCCOCCn2c(-c3ccc(Cl)cc3)nc3ccccc3c2=O)c1	-5%
Cc1ccc(C)c(N2CCN(c3nc4ccccc4c(=O)n3-c3ccc(Cl)cc3)CC2)c1	-9%
Cc1nc2cccnc2n1C1CCN(C(=O)Nc2ccc(Cl)cc2)CC1	-4%
FC(F)(F)c1ccc(C2=Nc3ccccc3NC(c3cccs3)=N2)cc1	-3%
Cc1ccc(CNC(=O)c2ccc(N3Cc4ccccc4Oc4ncccc43)s2)cc1	-11%
Cc1cc(S(=O)(=O)Nc2cc3c(cc2C)n(C)c(=O)c(=O)n3C)ccc1F	-7%
Cc1ccccc1CNC(=O)C1CCN(c2nn3cc(-c4ccc(F)cc4)nc3s2)CC1	1%
Cc1ccc2[nH]c3c(=O)n(CC(=O)N4CCN(c5ccccc5F)CC4)ncc3c2c1	0%
Cc1cc(C)c(OCC(=O)N(Cc2cccc(F)c2)Cc2ccco2)c(C)c1	-6%
CC(=O)Nc1nonc1-c1nnc(SCC(=O)Nc2cc(C)ccc2C)n1-c1ccccc1	5%
O=C(CSc1nccn1Cc1ccccc1)Nc1ccc2c(c1)OCCO2	13µM*
CCOc1ccc(NC(=O)C2(c3cccs3)CCOCC2)cc1	-7%
COc1cccc(NC(=O)CCNS(=O)(=O)c2ccc3c(c2)CCCC(=O)N3)c1	2%
Cc1nn(C)c2c1c(-c1ccccc1)cc(=O)n2CC(=O)NC(C)C	-2%
CCN(Cc1ccccc1)Cc1c(O)ccc2c(=O)c(-c3ccccc3Cl)c(C(F)(F)F)oc12	4%
COc1ccc(NC(=O)c2c(NCc3cccs3)sc3c2CCCC3)c(OC)c1	?
Cc1cccc(CNC(=O)c2sc3ncnc(N(C)C4CCCCC4)c3c2C)c1	7%
COc1cccc(CNC(=O)c2c3c(nc4ccccc24)C(=O)N(C2CCCCC2)C3)c1	3%
COC(=O)c1c(C)oc2ccc(N(C(=O)Oc3ccccc3)S(=O)(=O)c3ccc(C(C)(C)C)cc3)cc12	2%
COc1cc2ccccc2cc1C(=O)N1CCN(c2nc3c(F)cccc3s2)CC1	0%

Entries above containing a thiophene ring, fused or not, in the order listed:
SMILES	FLuc counter
C=C(C)Cn1c(SCC(=O)c2ccccc2)nc2sc3c(c2c1=O)CCCC3	-1%
CCOc1ccc(CCNC(=O)c2cc3c(=O)n(C)c4ccccc4c3s2)cc1OCC	-5%
COC(=O)c1cc2sccc2n1Cc1ccc(F)cc1Cl	-13%
COc1ccc(NC(=O)N(CCC(C)C)C(C)c2cccs2)c(OC)c1 (stereo not drawn)	-2%
Cc1ccc(CNC(=O)CSc2nc3c(sc4ccccc43)c(=O)n2CCCOC(C)C)cc1	-2%
CCN(CC)CCCNC(=O)Cn1nc(C)n2c(cc3sccc32)c1=O	-5%
Cc1c(Cl)cccc1NC(=O)Cn1nc(C)c2sc3ccccc3c2c1=O	1%
FC(F)(F)c1ccc(C2=Nc3ccccc3NC(c3cccs3)=N2)cc1	-3%
Cc1ccc(CNC(=O)c2ccc(N3Cc4ccccc4Oc4ncccc43)s2)cc1	-11%
CCOc1ccc(NC(=O)C2(c3cccs3)CCOCC2)cc1	-7%
COc1ccc(NC(=O)c2c(NCc3cccs3)sc3c2CCCC3)c(OC)c1	?
Cc1cccc(CNC(=O)c2sc3ncnc(N(C)C4CCCCC4)c3c2C)c1	7%

Screening results from PubChem BioAssay.
